FUS suppressor: qHTS for Suppressors of FUS Proteinopathy: Primary screen using FUS-linked yeast assay; Potency, µM (top dose mostly 76.6 µM), without a hit: at the top dose growth rescue (activation), actives largely listed as activators; AID 1347120, 2019; S. cerevisiae FUS-expressing, growth rescue, OD600, 24 h; 390,000 tested, 0.24% active;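 further: plate controls were DMSO vehicle for no effect and reference control for full effect; nearly all actives have a fitted effect of over 55% in size; some results filed as inactive show a strong effect at the top dose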
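S. cerevisiae expressing FUS from galactose induction served as the toxicity model. Growth after 24hr at 30C, read as absorbance at 600 nm, indicates suppression of toxicity; compounds dosed at several concentrations.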
EPAC2 agonist: qHTS for Agonist of cAMP-regulated guanine nucleotide exchange factor 4 (EPAC2): primary screen. Rap guanine nucleotide exchange factor 4 (Homo sapiens), Q8WZA2. EPAC2 activation, biochemical qHTS; response scale: 100% = 6.5 mM cAMP response. Potency, µM (titrated, usually from 154 µM), inactives show top-dose activation, most hits filed as activators. 360,000 tested, 0.079% active. AID 720711, 2013; further: nearly all actives have a fitted effect of over 50% in size
Target sequence (Q8WZA2 whole entry, looked up): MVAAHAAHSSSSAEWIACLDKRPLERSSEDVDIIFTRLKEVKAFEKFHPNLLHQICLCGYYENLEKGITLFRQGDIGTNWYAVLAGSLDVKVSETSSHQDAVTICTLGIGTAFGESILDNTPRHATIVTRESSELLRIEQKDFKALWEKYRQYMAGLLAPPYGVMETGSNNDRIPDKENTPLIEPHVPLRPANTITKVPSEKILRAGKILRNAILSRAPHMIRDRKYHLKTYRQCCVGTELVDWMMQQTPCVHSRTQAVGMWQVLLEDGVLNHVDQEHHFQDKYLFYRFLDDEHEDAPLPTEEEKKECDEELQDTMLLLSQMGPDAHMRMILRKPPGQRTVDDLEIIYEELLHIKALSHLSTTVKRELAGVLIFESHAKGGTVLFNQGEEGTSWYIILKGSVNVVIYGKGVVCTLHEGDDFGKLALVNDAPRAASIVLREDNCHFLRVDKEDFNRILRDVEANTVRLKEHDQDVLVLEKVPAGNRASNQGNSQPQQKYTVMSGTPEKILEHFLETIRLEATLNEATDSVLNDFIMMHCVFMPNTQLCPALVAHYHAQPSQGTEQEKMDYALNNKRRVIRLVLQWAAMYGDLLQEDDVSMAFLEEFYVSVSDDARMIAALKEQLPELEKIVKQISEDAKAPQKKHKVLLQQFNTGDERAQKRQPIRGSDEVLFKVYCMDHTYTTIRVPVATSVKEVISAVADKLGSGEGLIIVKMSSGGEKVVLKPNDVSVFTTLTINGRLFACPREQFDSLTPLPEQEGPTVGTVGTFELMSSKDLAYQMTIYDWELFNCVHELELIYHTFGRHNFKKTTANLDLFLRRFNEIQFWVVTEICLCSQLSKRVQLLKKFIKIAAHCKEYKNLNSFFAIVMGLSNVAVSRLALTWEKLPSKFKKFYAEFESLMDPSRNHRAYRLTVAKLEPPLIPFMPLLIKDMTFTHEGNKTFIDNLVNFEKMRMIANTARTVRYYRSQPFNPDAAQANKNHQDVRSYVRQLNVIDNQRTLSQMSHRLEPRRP
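Fluorescence exchange assay: 100 nM EPAC2 with 250 nM RAP1B-BODIPY-GDP and 50 uM GDP; compounds tested as a concentration-titration series (qHTS). Loss of Rap1-bound BODIPY-GDP fluorescence read at 480/540 nm; data normalized to 6.5 mM cAMP.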
EPAC2 antagonist: qHTS for Antagonist of cAMP-regulated guanine nucleotide exchange factor 2 (EPAC2): primary screen; Rap guanine nucleotide exchange factor 4 (Homo sapiens), Q8WZA2; EPAC2 GEF exchange of Rap1B-BODIPY-GDP, fluorescence; Potency, µM (doses to about 114 µM), inactives show at the top dose activity, negative = inhibition, hits mostly inhibitors; 360,000 tested, 0.18% active; further: on the % scale 0 is the no-effect control and ±100 the full control effect; nearly all actives have a fitted effect of over 45% in size; many of its hits are not listed in these tables
TDP-43 yeast inh: qHTS of TDP-43 Inhibitors | TDP-43 expressing yeast growth rescue, BacTiter-Glo, 24 h | Potency, µM (titrated, usually from 46.1 µM), without a hit: top-dose growth rescue (activation), hits mostly activators | 410,000 tested, 1.8% active | AID 652104, 2013; further: % of control where 0% means no effect; nearly all actives have a fitted effect of over 50% in size
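Yeast cells expressing TDP-43 under galactose induction are exposed to compounds for 24 hr at 30 deg C. BacTiter-Glo luminescence measures growth, so protective compounds score as activators.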
PTHR1 agonist: qHTS for PTHR1 Agonists: Primary Screen; Potency, µM (highest dose often 115 µM), inactives show top-dose activation, most hits filed as activators; Parathyroid hormone/parathyroid hormone-related peptide receptor (Homo sapiens), Q03431; 410,000 tested, 0.075% active; HEK293 GP2 PTHR1 cells, GloSensor cAMP luminescence, 1 h; AID 743266, 2014; further: nearly all actives have a fitted effect of over 55% in size; some results filed as inactive show a strong effect at the top dose; inactives centre near -15; many of its hits are not listed in these tables
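HEK-293-derived GP2 cells expressing PTHR1 and a GloSensor cAMP reporter, 3,000/well, plated overnight, given luciferin plus IBMX (each 0.5 mM as added) for 1 h at 37 °C, then compound for 1 h at 37 °C. Luminescence was read after 15 min at room temperature.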
EPAC1 antag: qHTS for Antagonist of cAMP-regulated guanine nucleotide exchange factor 3 (EPAC1): primary screen. EPAC1 GEF assay, Rap1b-BODIPY-GDP exchange fluorescence. 360,000 tested, 0.14% active. AID 720709, 2013. Rap guanine nucleotide exchange factor 3 (Homo sapiens), O95398. Potency, µM (series often up to 115 µM), for inactives: at the top dose activity change, negative = inhibition, hits mostly inhibitors;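 further: plate controls were vehicle for no effect and positive control for full effect; nearly all actives have a fitted effect of over 50% in size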
aSyn rescue: qHTS of alpha-syn Inhibitors; Potency, µM (top dose mostly 46.1 µM), inactives show at the top dose growth rescue (activation), most hits filed as activators; AID 652106, 2013; 370,000 tested, 0.14% active; Yeast expressing alpha-synuclein, growth rescue, BacTiter-Glo, 24 h; further: % of control where 0% means no effect; nearly all actives have a fitted effect of over 65% in size
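Rescue of yeast growth: cells expressing toxic alpha-synuclein, induced in galactose at OD600 0.02, incubated with compound 24 h at 30 C. ATP luminescence quantified growth; inhibitors of toxicity appear as activators.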
EPAC1 ag: qHTS for Agonist of cAMP-regulated guanine nucleotide exchange factor 3 (EPAC1): primary screen | Rap guanine nucleotide exchange factor 3 (Homo sapiens), O95398 | EPAC1 agonist qHTS, biochemical assay; response scale: 100% = response to 6.5 mM cAMP | Potency, µM (titrated, usually from 154 µM), for inactives: at the top dose activation, usual class: activators | 360,000 tested, 0.073% active | AID 720707, 2013; further: nearly all actives have a fitted effect of over 60% in size
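EPAC1 100 nM, Rap1B–BODIPY-GDP 250 nM, unlabeled GDP 50 uM; compound titration; 5 min RT; kinetic read ex480/em540 at 5-min intervals ×30 min; data normalized to 6.5 mM cAMP agonist control.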
Numbers without * were called inactive; i = inactive; u = inconclusive; x = no result given; & = joins results of further samples; ! = a repeat was not active; [ ] = dose if it differs, or a comment. The call rests on the fitted dose curve; in most records, active means well fitted curve in the direction sought with a large enough effect; inconclusive means small, poorly fitted or top-dose-only effect, or another doubt; inactive means no such curve, though single readings can be large; an effect the other way counts as inactive or inconclusive. Potency means the concentration at half of the fitted maximal effect. An excerpt. The share of hits here may be higher or lower than overall.

Order of results: FUS suppressor, EPAC2 agonist, EPAC2 antagonist, TDP-43 yeast inh, PTHR1 agonist, EPAC1 antag, aSyn rescue, EPAC1 ag
> O=C1CCC2CN3CCc4c([nH]c5ccccc45)C3CC2C1 (centres undefined)
→ -12.7%, 10.2%, 6.3%, 6.8%, -26.1%, 65.8%[activator], 1.1%, u
> CCc1ccccc1N(CC(=O)O)S(C)(=O)=O
→ 18.6%, 3.1%, 8.7%, -4.0%, -6.6%[57.5 µM], 7.9%, -5.4%, 2.9%
> COc1ccc(-c2c(C(F)(F)F)nn(C)c2NC(=O)c2cccnc2)cc1
→ -2.1%, 1.3%, -6.7%, -4.5%, i, -4.9%, 1.7%, -2.8%
> CCOC(=O)C(Oc1ccc2c(-c3ccc(OC)cc3)cc(=O)oc2c1C)c1ccccc1 (centres undefined)
→ 24.4%, -2.2%, 8.6%, 7.9%, i, 5.6%, -5.0%, 1.1%
> COc1ccc(N=Nc2nc3ccc(Br)cc3n2C)cc1
→ 0.9%, 24.3%, 14.4%, 12.6µM*, -44.7%, 163.4%[activator], -15.3%, 112µM*
> COc1ccc(CNC(=O)CCn2cccc2)cc1
→ 22.7%, 8.4%, 20.0%, -15.7%, i, 10.6%, 0.6%, 2.0%
> CC1=Cc2ccccc2C(C#N)N1C(=O)c1ccccc1 (centres undefined)
→ 11.6%, 5.2%, -24.8%, -28.9%[0.397 µM], i, -12.1%, u, 2.3%
> CN(C)S(=O)(=O)c1cccc(COC(=O)c2cnccn2)c1
→ 7.6%, 6.3%, 27.9%, 0.0%, i, 8.4%, -6.1%, -4.1%
> CN(C(=O)CSc1nnc(-c2ccncc2)n1-c1ccccc1)C1CCS(=O)(=O)C1 (centres undefined)
→ 3.2%, 10.1%, -0.8%, -2.7%, i, -19.5%, 3.3%, 21.8%
> COC(=O)c1ccc(NC(=O)Nc2ccc(F)cc2F)cc1
→ -13.6%, 0.3%, 5.9%, -2.2%[0.397 µM], -17.9%, -0.6%, 2.9%, 7.0%
> CCOC(=O)c1c(NC(=O)CN2C(=O)NC3(CCC(C)CC3)C2=O)sc(C)c1CC (centres undefined)
→ -10.1%, -6.3%, -8.8%, -4.0%, i, 3.5%, -1.3%, 4.2%
> COC(=O)c1c(NC(=O)CSc2ccccc2N)sc(C)c1C
→ 49.6%, 26.1%, -20.8%, -10.6%, u, u, 4.2%, 8.6%
> O=[N+]([O-])c1ccc(O)c(/C=N/Nc2ccccc2Cl)c1
→ -5.6%, -1.3%, -2.3%, 1.8%, -39.6%[inhibitor], -1.0%, -7.0%, 4.9%
> CC1(C)OC(=O)C2=C(C[C@@H](C3CCCCC3)O[C@@H]2c2ccc(Cl)cc2)O1
→ 13.8%, 3.3%, -3.5%, -12.7%, -12.0%, -25.4%, -9.4%, -12.4%
> O=C(Nc1ccc(C(F)(F)F)cc1)C1CCN(c2cnccn2)CC1
→ 3.8%&10.8%, -3.1%, -13.3%, 15.8µM*!, -4.1%&-16.7%, -20.7%, -8.2%, 2.2%
> COc1cc(C(=O)N/N=C/c2cccc(Oc3ccccc3)c2)ccc1O
→ 2.7%, 14.7%, -7.0%, u, -1.7%, -19.6%, 2.9%, 13.8%
> Cc1ccc(C(=O)NCC(=O)NCCCc2ccccc2)cc1
→ -4.3%, 7.8%, 5.7%, -5.5%, i, -4.5%, 11.5%, 3.8%
> S=C(NCCCc1ccccc1)NC1CCCCC1
→ 21.9%, 20.2%, -2.7%, -2.6%, -2.0%, -20.8%, -3.4%, -5.6%
> Cc1c(C(=O)N2CCOCC2)sc2ncn(CC(=O)N3CCC(C)CC3)c(=O)c12
→ x, 10.8%, -3.1%, -18.1%, 1.9%, -32.1%, -1.6%, -0.5%
> COCCNC(=O)c1ccc(CS(=O)(=O)c2ccc(C)cc2)o1
→ 6.3%, 4.7%, 10.6%, -10.0%, -33.6%, 4.4%, -8.7%, 3.2%
> O=c1c2c(nc3n1CCCCC3)-c1ccccc1CC21CCCCC1
→ 2.1%, 4.8%, 13.2%, -5.2%, -0.9%[57.5 µM], 8.7%, -13.0%, -8.1%
> CCOC(=O)c1c(-c2ccccc2)csc1NC(=S)NC
→ 9.1%, 6.5%, 1.9%, 5.2%, -9.9%, -3.9%, -6.4%, -1.1%
> CCOC(=O)C1CCCN(C(=O)c2cccc(Cl)c2)CC1 (centres undefined)
→ -23.1%, 14.9%, 0.6%, u, -1.8%, 2.3%, 7.9%, 0.0%
> O=C1CC(N2CCC(C(=O)N3CCCCC3)CC2)C(=O)N1 (centres undefined)
→ -44.8%, 2.4%, 2.9%, 17.1%, i, -19.0%, -0.2%, -4.5%
> Cc1cc(NC(=O)C(C)C)ncc1NC(=O)Cc1ccccc1
→ 12.2%, -3.7%, 5.3%, 10.2%, -3.4%[57.5 µM], -3.6%, -0.3%, 5.9%
> O=c1ccc(NS(=O)(=O)c2ccccc2Cl)cn1Cc1ccc(Cl)c(Cl)c1
→ 11.2%, -4.3%, u, 11.3%, i, -5.4%, 12.9%, -4.4%
> CC(C)=CC1C(C(=O)NCCc2ccccc2)C1(C)C (centres undefined)
→ 21.2%, -3.3%, -0.8%, 20.1%, -30.6%[inhibitor], 1.8%, 7.7%, -7.4%
> O=C(Nc1ccon1)c1sc2ccccc2c1Cl
→ -8.7%, 3.5%, 10.8%, -7.0%, i, 2.8%, -7.4%, -4.0%
> O=S(=O)(c1ccc(Br)s1)n1cccn1
→ -18.5%, -11.2%, 4.0%, u, i, 6.5%, 3.0%, 5.1%
> Cc1ccc(NC(=O)C2CCC(=O)N2C(=O)OCc2ccccc2)cc1 (centres undefined)
→ -0.1%, 13.1%, 1.2%, 4.0%, -4.0%, -7.4%, 2.1%, -3.8%

Additional records.
Order of results: FUS suppressor, EPAC2 agonist, EPAC2 antagonist, TDP-43 yeast inh, PTHR1 agonist, EPAC1 antag, aSyn rescue, EPAC1 ag
> COc1ccc(S(=O)(=O)NCCc2sc(C)nc2C)cc1F
→ -15.9%, x, x, 12.9%, -10.0%, x, 6.6%, x
> CCCCC(=O)NC(c1ccccc1Cl)c1ccc2cccnc2c1O (centres undefined)
→ -5.6%, 1.5%, -10.4%, 15.0%, -7.6%, -19.4%, u, -9.0%
> CCc1sc(C(=O)N2CCN(CC(=O)Nc3cccc(F)c3)CC2)cc1C
→ -3.0%, 4.4%, 1.3%, u, -86.1%[inhibitor], -2.7%, 25.1µM*, -9.5%
> CC(C)CC(NS(=O)(=O)c1ccc2c(c1)oc(=O)n2C)C(=O)N1CC=C(c2ccccc2)CC1 (centres undefined)
→ 15.5%, 3.5%, -20.5%, -0.5%, i, -0.8%, 0.1%, -6.1%
> Cc1nn(C2CCS(=O)(=O)C2)c(Cl)c1/C=C/C(=O)OCC(=O)c1c[nH]c2ccccc12 (centres undefined)
→ u, 8.5%, 2.8%, 1.0%, -91.9%[inhibitor], -22.2%, 9.0%, 6.1%
> Cc1ccc(OCC(=O)Nc2cc(S(=O)(=O)N3CCCCC3)ccc2N2CCN(C)CC2)c(C)c1
→ 26.5%, 2.0%, 3.7%, -8.9%, -11.8%, -9.0%, 1.0%, 8.6%
> COc1ccc(Cl)cc1S(=O)(=O)Nc1ccc2c(c1)n(C)c(=O)n2C
→ 15.7%&11.6%, 6.7%, -0.9%, -13.2%&-10.7%, -12.7%&-63.2%, 2.5%, 0.3%, 4.9%
> COc1ccc(-n2c3c(cc(C(=O)NNc4ccccc4C)c2=O)C(=O)CC(C)(C)C3)cc1
→ 9.4%, 3.7%, -8.9%, -13.0%, -11.3%, 21.2%, -5.4%, 11.2%
> COc1ccc(CCNC(=O)CSc2nnc(Cn3c(=O)sc4ccccc43)n2C)cc1OC
→ 12.4%, 14.2%, 1.9%, -14.9%, i, 9.8%, -3.1%, 4.7%
> Cn1cc(Br)c(C(=O)NN2C(=O)C3C4C=CC(C5CC45)C3C2=O)n1 (centres undefined)
→ -34.2%[inhibitor], 6.0%, 4.2%, 0.0%, -23.0%, -0.3%, -1.5%, 14.6%
> COc1ccc(-n2c(SCC(=O)NCC3CCCO3)nc3ccccc3c2=O)cc1Cl (centres undefined)
→ 8.9%, 9.6%, 18.1%, 2.0%, -14.6%, -0.4%, 5.8%, 6.3%
> COC(CNC(=O)c1ccc2c(c1)ncn2-c1ccc(F)c(F)c1)OC
→ x, 4.3%, -2.5%, 26.0%, i, -0.1%, -1.7%, -4.2%
> O=C(/C=C/c1cccnc1)c1ccccc1O
→ -23.9%, -3.0%, -7.7%, -4.3%, -41.2%[inhibitor], -7.8%, 0.5%, -12.0%
> O=C(Nc1ccccc1-c1nnc(SCc2ccccc2)o1)c1ccccc1
→ 10.3%, 12.5%, -2.2%, 17.4%, i, 3.6%, 6.8%, 9.4%
> CCCN1Cc2cc(OC)ccc2-c2ccccc2S1(=O)=O
→ -6.6%, 5.9%, -23.7%, 18.8%, -19.3%, -21.2%, -4.5%, -3.4%
> CCOC(=O)c1sc(C)c2c1NC(c1ccc(N(C)C)cc1)NC2=O (centres undefined)
→ 20.0%, -5.4%, -2.1%, u, -4.5%, 1.4%, 1.4%, -12.6%
> CCN(CCCNC(=O)Cn1ncc2c([nH]c3ccc(C)cc32)c1=O)Cc1ccccc1
→ 2.0%&-2.6%, -4.5%, 9.4%, -2.1%&16.7%, -0.5%, -0.2%, 5.1%, -5.0%

Fetched by structure from above, 2 records:
Order of results: FUS suppressor, EPAC2 agonist, EPAC2 antagonist, TDP-43 yeast inh, PTHR1 agonist, EPAC1 antag, aSyn rescue, EPAC1 ag
> COc1ccc(CCNC(=O)CSc2nnc(Cn3c(=O)sc4ccccc43)n2C)cc1OC
→ 12.4%, 14.2%, 1.9%, -14.9%, i, 9.8%, -3.1%, 4.7%
> COc1ccc(Cl)cc1S(=O)(=O)Nc1ccc2c(c1)n(C)c(=O)n2C
→ 15.7%&11.6%, 6.7%, -0.9%, -13.2%&-10.7%, -12.7%&-63.2%, 2.5%, 0.3%, 4.9%

Bioassay records (PubChem BioAssay)
